NR1D1 modulator: Rev-erb alpha (human) modulation; P20393; Rev-erbα–FITC-DNA binding, fluorescence polarization, 90 min; activity, % at 10 µM; 370,000 compounds, 0.79% hits;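 active means activity above about 14%, limit read from the data; passing the limit was not always enough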;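 further: 0% = DMSO wells with 35 nM protein and 100% = DMSO wells with 750 nM protein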
rCAG binder: r(CAG) repeat RNA binding; 370,000 compounds, 1.3% hits; inhibition, % at 3 µM; TO-PRO-1 dye displacement fluorescence;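 active means inhibition above the plate cutoff, the mean of all test compounds on that plate plus 3 SD, cut at about 35% in these data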;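 further: 0% = DMSO alone and 100% = 100 µM mitoxantrone as full dye displacement; higher means more dye released from RNA so lower well fluorescence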
ARFGAP1 inh: inhibitors of rat ARFGAP1; 360,000 compounds, 0.26% hits; inhibition, % at 16.5 µM; Arfgap1-stimulated ARF1 GTP hydrolysis, GDP FP detection; AID 651572; Q62848;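 active means inhibition above a per-plate limit, mean inhibition of low control wells plus 3 SD, cut at about 25% in these data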;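 further: 0% = DMSO wells with enzyme and 100% = wells lacking Arfgap1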
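material = rat Arfgap1 catalytic domain, aa 1-136 | also added = human ARF1(Δ1-17)-GTP substrate | compound dosing = one concentration, 16.5 µM, DMSO 1.26% | times = GTP hydrolysis reaction 2 h at 25 °C | measured by = FP, GDP Alexa 633 tracer displaced from anti-GDP antibody, 620/688 nm | evaluation = percent inhibition of Arfgap1-stimulated GTP hydrolysis | replication = single well per compound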
ASAP1 inh: ASAP1 ArfGAP inhibition; Q9ULH1; ASAP1-stimulated ARF1 GTP hydrolysis, GDP FP detection; inhibition, % at 16.5 µM; 360,000 compounds, 0.19% hits; AID 624377; in the data active means inhibition above about 25%;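 further: 0% = vehicle with enzyme and substrate and 100% = no enzyme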
PG9 Ab binder: binds the HIV-1 gp120 antibody PG9 | AID 624416 | inhibition, % at 6.7 µM | 360,000 compounds, 0.43% hits | TR-FRET gp120-PG9 antibody binding; in the data active means inhibition above about 8.5%
SMARCA2 act: SMARCA2 function activation, primary screen | activation, % at 9.1 µM | 370,000 compounds, 1% hits | MG213 cells, MMTV-luciferase reporter, dexamethasone, overnight; in the data active means activation above about 7.8%;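 further: 0% = vehicle wells and 100% = reference activator wells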
NPR2 activator: GC-B (human) receptor activation; P20594; activation, % at 10 µM; 370,000 compounds, 0.11% hits; HEK293-GC-B cells, CNP EC30, cGMP TR-FRET; 0% at EC30 CNP, 100% saturating CNP;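 active means activation at 10 µM reaching about 35% in either raw or pattern-adjusted values, limit read from the data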
Target sequence (P20594 whole entry, looked up): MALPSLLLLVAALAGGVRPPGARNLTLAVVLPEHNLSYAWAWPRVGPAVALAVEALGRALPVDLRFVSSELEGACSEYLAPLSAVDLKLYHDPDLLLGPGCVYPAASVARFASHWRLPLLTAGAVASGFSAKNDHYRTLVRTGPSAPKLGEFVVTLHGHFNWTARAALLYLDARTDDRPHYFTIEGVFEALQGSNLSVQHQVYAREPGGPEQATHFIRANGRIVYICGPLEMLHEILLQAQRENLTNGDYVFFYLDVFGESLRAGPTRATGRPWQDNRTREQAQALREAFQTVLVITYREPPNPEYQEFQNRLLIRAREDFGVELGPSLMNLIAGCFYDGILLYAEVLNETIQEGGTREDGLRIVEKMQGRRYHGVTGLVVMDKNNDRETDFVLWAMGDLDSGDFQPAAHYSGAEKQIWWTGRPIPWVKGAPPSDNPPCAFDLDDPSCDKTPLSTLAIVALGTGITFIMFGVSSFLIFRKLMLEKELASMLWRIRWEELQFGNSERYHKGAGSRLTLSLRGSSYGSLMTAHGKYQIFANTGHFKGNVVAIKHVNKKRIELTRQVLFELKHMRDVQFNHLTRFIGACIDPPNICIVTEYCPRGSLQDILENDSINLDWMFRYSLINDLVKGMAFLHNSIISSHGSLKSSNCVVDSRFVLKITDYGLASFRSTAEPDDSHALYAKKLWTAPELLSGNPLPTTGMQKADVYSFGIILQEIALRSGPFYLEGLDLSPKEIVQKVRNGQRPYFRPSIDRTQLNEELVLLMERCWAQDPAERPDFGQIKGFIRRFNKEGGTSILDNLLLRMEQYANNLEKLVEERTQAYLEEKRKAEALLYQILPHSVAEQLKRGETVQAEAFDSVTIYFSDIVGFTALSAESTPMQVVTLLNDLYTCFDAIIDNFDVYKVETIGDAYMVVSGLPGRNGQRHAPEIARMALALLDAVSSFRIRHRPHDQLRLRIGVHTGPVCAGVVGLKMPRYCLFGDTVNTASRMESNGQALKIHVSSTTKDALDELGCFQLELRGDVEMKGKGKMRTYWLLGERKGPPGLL
NPR1 activator: GC-A (human) enzyme activation | P16066 | HEK293 GC-A cells, cGMP TR-FRET, EC30 ANP; 0% at EC30 ANP, 100% saturating ANP | activation, % at 10 µM | 370,000 compounds, 0.14% hits; in the data active means activation above about 40%
HTRA1 inh: inhibitors of human serine peptidase HTRA1; inhibition, % at 5.96 µM; AID 504803; 340,000 compounds, 0.5% hits; Q92743; recombinant HTRA1, FP-rhodamine activity-based probe, fluorescence polarization; in the data active means inhibition above about 36%;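 further: 0% = enzyme with DMSO and 100% = wells lacking enzyme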
ABHD4 inh: inhibits mouse alpha/beta hydrolase domain 4. purified mABHD4, FP-Rh probe fluorescence polarization. inhibition, % at 8.92 µM. 370,000 compounds, 0.54% hits. AID 720543;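 active means inhibition exceeding the mean over every tested compound plus 3 SD, cut at about 30% in these data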;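 further: 0% = plate median of compound wells and 100% = S159A mutant with DMSO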
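Test system: mABHD4 protein; Read-out basis: % inhibition; Incubation: 45 min + 60 min at 25 °C; Repeats: single replicate; Technique: fluorescence polarization with parallel and perpendicular emission, 525/598 nm; Compound: 8.92 µM, single dose; Benchmarks: full inhibition S159A mutant plus DMSO, zero as sample-well median.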
* hit, by the source's call; / = not tested or not shown.

SMILES,NR1D1 modulator,rCAG binder,ARFGAP1 inh,ASAP1 inh,PG9 Ab binder,SMARCA2 act,NPR2 activator,NPR1 activator,HTRA1 inh,ABHD4 inh
Cc1ccc(C)c(OCC(=O)NNC(=O)CSC(=S)N2CCCC2)c1,-5.8,0.7,7.3,13.4,-2.0,-1.3,0.9,4.2,1.7,0.2
O=C(CNC(=O)c1ccccc1C(=O)O)c1ccccc1,6.7,2.2,9.8,1.0,0.1,8.0*,7.9,-3.8,-5.2,-3.8
N=c1c(C(=O)NC2CCCC2)cc2c(=O)n3ccccc3nc2n1C1CCCCC1,1.6,0.1,-4.0,-6.0,-1.4,-4.0,-2.5,3.1,-9.9,0.8
CCOC(=O)N1CCC(N2Cc3cccc(C(=O)NC(C)c4ccc5c(c4)OCCO5)c3C2=O)CC1 (stereo unspecified),-1.2,0.9,-7.7,0.9,-1.2,-0.4,-2.5,-1.1,-6.0,-0.3
O=C(NC1CCCCN(Cc2ccc(Cl)cc2)C1=O)c1ccccc1-c1ccc(Cl)c(Cl)c1 (stereo unspecified),6.6,1.8,/,/,/,0.0,-5.3,-9.7,/,3.2
O=C1OC(C(=O)O)Cc2ccccc21 (stereo unspecified),-8.3,-0.5,0.0,3.7,-1.6,-0.7,1.0,0.2,6.4,9.5
CCc1ccccc1NC(=O)c1ccc2c(c1)CCN2S(C)(=O)=O,-0.7,11.9,-4.3,-3.6,-0.7,-2.2,-0.6,0.7,-1.7,-7.3
Cc1cc(C(=O)CCl)c(C)n1-c1cccc(S(=O)(=O)N2CCOCC2)c1,-9.9,18.0,-5.9,4.4,-1.0,1.8,4.2,-5.5,/,5.2
COC(=O)c1cc(CNC(=O)Cc2ccsc2)ccc1OC,6.4,4.4,-9.4,-11.2,-0.4,-0.6,-1.8,-0.7,2.2,-4.0
CCCCCCn1c(SCCCC)nc2c1c(=O)[nH]c(=O)n2C,4.0,0.9,5.9,-11.8,-3.0,0.3,-4.2,1.6,3.5,6.2
C#CC(CC)(CC)NC(=S)Nc1ccc(S(N)(=O)=O)cc1,-1.8,-4.5,8.7,1.7,0.0,-1.2,1.7,-1.1,-0.7,-1.6
Cc1onc(-c2ccccc2Cl)c1C(=O)NCc1ccc(S(N)(=O)=O)cc1,3.0,0.7,-15.7,-6.8,-0.3,-0.2,-3.8,-3.9,1.3,-5.1
FC(F)(F)c1ccnc(NCc2ccc(Cl)cc2)n1,6.5,-4.8,-0.1,-14.3,0.2,-0.3,-1.9,0.9,1.1,-5.4
COc1ccc2oc(C(=O)OCC(=O)NC(=O)c3ccccc3)c(C)c2c1,4.5,2.6,3.3,-4.8,6.2,-1.1,-3.4,0.8,-0.8,-1.6
CCCNC(=O)c1ccc(N2CCC3(CC2)CC(c2ccccc2)=NO3)c([N+](=O)[O-])c1,0.8,-3.3,5.3,6.6,1.1,-0.7,-1.3,-2.8,-17.1,0.4
CN(CCC#N)S(=O)(=O)c1cc2c3c(c1)CCN3C(=O)CC2,-0.5,0.3,-3.7,-6.2,-0.2,0.6,8.8,0.1,8.3,0.9
CC(=O)C(=Cc1cccc(C#N)c1)C(=O)c1ccccc1,9.2,4.4,-1.4,6.7,0.3,-2.0,-12.6,-15.9,/,1.7
CCOc1cc(C2NC(=O)NC(c3ccccc3)=C2C(=O)c2ccccc2)c(Br)cc1OCC(=O)O (stereo unspecified),0.8,25.3,5.0,-15.9,-2.7,0.2,-2.4,-4.5,2.9,-2.2
C[C@H](O)[C@@H]1C(=O)N2CCc3c([nH]c4cccc(-c5ccccc5)c34)[C@@H]2C[C@@H]1N(C)C(=O)c1ccco1,4.4,11.2,5.7,13.7,-2.3,-1.3,0.8,-4.7,/,-7.2
CC(=O)c1ccccc1C(=O)N1CCCC(N2CCN(Cc3ccc4c(c3)OCO4)CC2)C1 (stereo unspecified),-1.8,-9.1,7.2,-3.8,-2.2,-1.4,4.4,1.5,6.6,1.1
COC(=O)CCNC(=O)CCc1ccc(S(=O)(=O)N2CCCCCC2)cc1,-0.2,0.6,-0.8,5.8,1.2,-0.9,-0.2,-0.3,9.5,-1.9
CCOc1cc(Br)ccc1S(=O)(=O)N1CCC(C(N)=O)CC1,4.3,0.8,-4.7,-0.2,-0.2,-2.4,2.4,1.2,-5.2,-1.7
Cc1c(NN=C(C#N)C#N)c(=O)n(-c2ccccc2)n1C,-1.9,-0.5,-0.9,2.3,-2.1,-6.0,3.0,-1.7,-2.4,4.2
Cc1ccc(-c2cnc3cccnn23)cc1F,0.2,4.7,-3.9,3.3,1.1,1.5,-2.1,-3.4,/,-7.1
COc1cc(NC(=O)Cn2cnc3c(nc4n3CCCCC4)c2=O)cc(OC)c1OC,3.0,0.2,4.4,-14.6,-0.7,-2.8,-4.7,1.9,3.2,-1.2
CCN(CC)C(=O)[C@H]1CC(CC(=O)NCc2ccco2)C(=O)N2CCc3c([nH]c4ccccc34)[C@]12C (stereo partly specified),8.3,-1.4,3.2,-5.5,1.6,-0.4,-0.1,-4.5,-3.0,3.2
O=C(Cn1ncc2c(=O)oc3ccccc3c21)NC1CC1,0.9,-1.3,2.0,10.5,-0.3,-0.9,7.6,-1.1,10.9,5.8
Cc1ccc(Cl)cc1N1CCN(S(=O)(=O)c2c(C)[nH]c(C)c2C(=O)N2CCCC2)CC1,-2.2,-4.7,8.4,3.2,0.1,-2.5,7.5,-3.9,-3.8,1.7
O=C(Nc1ccc(-c2nc3ccccc3[nH]2)cc1)c1cccc(N2C(=O)CCC2=O)c1,-10.7,2.3,15.4,-4.1,-2.9,7.2,4.6,2.5,1.1,-8.2
COc1ccc([C@H]2[C@H](C(C)=O)N3N=Cc4ccccc4C3C23C(=O)OC(C)(C)OC3=O)cc1 (stereo partly specified),1.8,4.4,-1.2,9.1,0.9,1.6,1.6,-2.0,-0.3,22.7
COc1cccc(NC(=O)N2C3CCCC2CC(NC(C)=O)C3)c1 (stereo unspecified),-7.2,1.0,1.6,8.6,-4.3,2.5,0.3,0.0,9.2,0.8
CN(C)CCN(C(=O)C1CCN(S(=O)(=O)c2cccs2)CC1)c1nc2ccccc2s1,-4.6,0.1,-2.6,-0.9,-3.4,2.3,-3.8,-1.8,-3.1,4.5
Cc1ccc(C(C)NC(=O)COC(=O)C2=COCCO2)cc1C (stereo unspecified),-2.7,3.8,0.0,-7.7,-0.5,-1.3,4.4,1.6,0.1,1.9
CCOc1ccc(C(C)NC(=O)Cc2ccccc2)cc1OCC (stereo unspecified),3.3,3.2,-10.1,-26.0,1.0,0.6,0.2,1.3,1.1,1.7
COc1ccc(N2CC(C(=O)Nc3ccccc3C(=O)NC3CC3)CC2=O)cc1 (stereo unspecified),-1.7,-5.2,3.8,10.2,-0.4,3.7,2.6,-0.6,0.2,1.7
COc1ccc(-c2nc(N)c(C#N)c(-c3cccnc3)c2C)cc1,-1.3,-5.8,6.8,-2.1,-0.3,0.1,2.9,-2.6,3.1,-1.0
Cc1cc(S(=O)(=O)Nc2ccc(N3CCOCC3)cc2)ccc1Br,1.6,4.0,8.3,9.7,-1.6,-1.2,-2.0,-2.3,-6.4,0.9
CC1=NN(C(N)=S)C(=O)C1N=Nc1ccccc1O (stereo unspecified),-1.8,0.7,-3.9,-5.7,-3.8,2.2,3.6,2.9,18.8,-57.4
CC(C)OP(=O)(OC(C)C)C1(O)C(=O)Nc2ccc(Br)cc21 (stereo unspecified),2.5,1.7,-5.3,6.6,1.2,-0.3,-6.4,-10.9,-1.7,1.7
COc1ccc(-c2c(-c3ccc(OCC(=O)NN)cc3O)n[nH]c2C)cc1OC,-1.3,6.9,6.4,-14.6,-0.8,1.3,-3.8,-5.0,-31.8,-5.5
CCCN1C(=O)c2ccc(C(=O)NC3=NCCS3)cc2C1=O,-7.8,-0.1,-12.8,-5.6,2.0,2.2,2.6,9.1,-2.0,-13.8
Cc1c(C(=O)O)c(=O)n(-c2ccccc2)n1-c1ccccc1,-2.1,1.4,-8.9,4.4,-0.5,2.4,-1.6,-0.2,2.6,-0.5
COC(=O)C[C@H]1C[C@H]2c3cc(NS(=O)(=O)c4cccc(OC)c4)ccc3O[C@H]2[C@@H](CO)O1,-6.4,1.0,9.9,12.6,-0.6,3.4,-1.2,-1.0,5.3,2.9
O=C(O)C1CC=CCC1C(=O)Nc1ccc(F)c(F)c1 (stereo unspecified),-2.2,-0.5,0.7,4.2,0.8,-0.6,1.9,-0.3,4.3,6.5
COCC#Cc1ccc(CC[C@H]2O[C@H]3CC[C@@H](CO)O[C@H]3C[C@H]2n2cc(C3CC3)nn2)cc1,8.2,-0.5,/,/,/,2.6,3.8,-0.7,/,-6.4
Cc1ccc(CNC(=O)COC(=O)c2c(C)noc2C)cc1,-3.5,-0.4,-4.5,-2.7,-0.2,-0.8,6.1,3.5,-1.4,5.3
Cc1cc(C)n(CC(=O)c2ccccc2)c(=O)c1C#N,1.4,0.4,4.6,6.7,2.1,-2.1,2.8,2.5,10.3,2.8
CCOc1ccc(NC(=O)N2CCC(NC(=O)c3ccco3)CC2)cc1,-1.7,-0.1,4.5,-11.3,-0.6,0.1,1.3,-0.5,-1.3,3.2
Cc1ccn2c(NC3CCCC3)c(-c3cccs3)nc2c1,0.6,-2.2,-9.2,2.1,-3.9,3.4,3.1,8.6,-2.1,1.6
CCOC(=O)C1=NOC2(C1)C(=O)Nc1ccc(OC)cc12 (stereo unspecified),-3.3,0.1,1.4,3.5,0.7,-0.6,2.3,-2.3,/,3.2
CCOC(=O)N1CCN(C(=O)CS(=O)Cc2nc(-c3ccc(OC)c(OC)c3)oc2C)CC1 (stereo unspecified),-4.3,-2.1,-4.0,9.5,-2.7,-2.3,0.5,2.9,-6.2,-6.5
Cc1ccc(-c2nnc(-c3cccc4ccccc34)o2)cc1,-15.5,2.8,9.6,2.1,-1.4,-1.5,-10.8,-3.7,4.2,-1.7

Exported with two lines to a compound: entries from further up.
Each structure is followed by: NR1D1 modulator	rCAG binder	ARFGAP1 inh	ASAP1 inh	PG9 Ab binder	SMARCA2 act	NPR2 activator	NPR1 activator	HTRA1 inh	ABHD4 inh
- CCOC(=O)C1=NOC2(C1)C(=O)Nc1ccc(OC)cc12 (stereo unspecified)
 : -3.3	0.1	1.4	3.5	0.7	-0.6	2.3	-2.3	/	3.2
- CCOC(=O)N1CCN(C(=O)CS(=O)Cc2nc(-c3ccc(OC)c(OC)c3)oc2C)CC1 (stereo unspecified)
 : -4.3	-2.1	-4.0	9.5	-2.7	-2.3	0.5	2.9	-6.2	-6.5
- Cc1ccc(-c2nnc(-c3cccc4ccccc34)o2)cc1
 : -15.5	2.8	9.6	2.1	-1.4	-1.5	-10.8	-3.7	4.2	-1.7
- Cc1ccn2c(NC3CCCC3)c(-c3cccs3)nc2c1
 : 0.6	-2.2	-9.2	2.1	-3.9	3.4	3.1	8.6	-2.1	1.6

Source: PubChem (several laboratories)
